EPAC1 agonist – qHTS for Agonist of cAMP-regulated guanine nucleotide exchange factor 3 (EPAC1): primary screen. Potency, µM (titrated, usually from 154 µM), inactives show at the highest dose activation, hits mostly activators. Rap guanine nucleotide exchange factor 3 (Homo sapiens), O95398. AID 720707, 2013. 360,000 tested, 0.073% active. EPAC1 agonist qHTS, biochemical assay; response scale: 100% = response to 6.5 mM cAMP; note: potency is the fitted concentration of half-maximal effect; nearly all actives have a fitted effect of over 60% in size
Target sequence (O95398 whole entry, looked up): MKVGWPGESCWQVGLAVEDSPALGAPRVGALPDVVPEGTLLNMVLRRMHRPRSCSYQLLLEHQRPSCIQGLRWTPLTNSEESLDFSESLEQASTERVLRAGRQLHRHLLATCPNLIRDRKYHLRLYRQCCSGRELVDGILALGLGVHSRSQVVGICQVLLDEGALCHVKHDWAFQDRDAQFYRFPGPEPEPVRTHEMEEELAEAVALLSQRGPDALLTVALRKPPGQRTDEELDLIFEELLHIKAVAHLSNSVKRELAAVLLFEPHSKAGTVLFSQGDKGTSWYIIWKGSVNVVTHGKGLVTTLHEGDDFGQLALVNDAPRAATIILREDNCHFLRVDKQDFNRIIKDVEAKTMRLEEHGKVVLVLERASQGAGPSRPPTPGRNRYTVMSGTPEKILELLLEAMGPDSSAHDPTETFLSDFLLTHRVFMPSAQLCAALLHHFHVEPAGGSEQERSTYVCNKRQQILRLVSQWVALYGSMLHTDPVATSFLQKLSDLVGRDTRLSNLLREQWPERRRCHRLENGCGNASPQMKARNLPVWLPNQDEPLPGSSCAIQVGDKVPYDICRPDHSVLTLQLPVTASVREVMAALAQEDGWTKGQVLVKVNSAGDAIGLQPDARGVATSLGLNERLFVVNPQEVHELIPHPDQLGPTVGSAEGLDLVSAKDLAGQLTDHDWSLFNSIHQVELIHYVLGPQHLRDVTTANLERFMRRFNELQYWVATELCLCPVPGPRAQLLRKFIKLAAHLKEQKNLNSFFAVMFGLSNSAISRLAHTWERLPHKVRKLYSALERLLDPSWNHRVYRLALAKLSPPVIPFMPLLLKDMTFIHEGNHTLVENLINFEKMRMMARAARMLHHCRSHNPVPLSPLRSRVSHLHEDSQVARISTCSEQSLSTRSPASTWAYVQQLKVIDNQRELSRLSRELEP
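Read-out is the fluorescence drop as BODIPY-GDP leaves Rap1B (480 nm excitation, 540 nm emission), recorded every 5 minutes over 30 minutes. Reactions held 100 nM EPAC1, 250 nM Rap1B–BODIPY-GDP and 50 uM GDP, with 6.5 mM cAMP setting full activation.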
WRN inhibitor – qHTS for Inhibitors of WRN Helicase; Bifunctional 3'-5' exonuclease/ATP-dependent helicase WRN (Homo sapiens), Q14191; WRN helicase unwinding, fluorescent forked duplex, kinetic; Potency, µM (highest dose often 114 µM), for the others: top-dose activity change, negative = inhibition, hits mostly inhibitors; 360,000 tested, 0.46% active; AID 651768, 2012; note: potency is the fitted concentration of half-maximal effect; % is set by controls: 0 for no effect and ±100 for the full control effect; nearly all actives have a fitted effect of over 55% in size
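Screening of the MLSMR collection measured strand separation of a quenched forked DNA duplex (100 nM) by 20 nM WRN with 2 mM ATP, all final. Compounds were preincubated with enzyme 15 min at room temperature.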
PLK1 PBD inh – qHTS for Inhibitors of PLK1-PDB (polo-like kinase 1 - polo-box domain): Primary Screen; Serine/threonine-protein kinase PLK1 (Homo sapiens), P53350; AID 720504, 2013; Potency, µM, for the others: max response, negative = inhibition, most hits filed as inhibitors; Plk1 PBD binding of FITC phosphopeptide, fluorescence polarization; 360,000 tested, 2.8% active; note: potency is the fitted concentration of half-maximal effect; series mostly up to about 57 µM; % is set by controls: 0 for no effect and ±100 for the full control effect; nearly all actives have a fitted effect of over 65% in size
PI5P4Ka inh – qHTS for Inhibitors of phosphatidylinositol 5-phosphate 4-kinase (PI5P4K) | 330,000 tested, 1.2% active | PI5P4Kalpha enzyme, ADP-Glo luminescence, 60 min; active compounds read low | Phosphatidylinositol 5-phosphate 4-kinase type-2 alpha (Homo sapiens), P48426 | max response, %; active = max response of -50% or lower; inconclusive = between -30% and -50%; inactive = -30% or higher; note: value at the top dose of about 77 µM; % is set by controls: 0 for no effect and ±100 for the full control effect
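Reactions run in 0.038 M HEPES pH 7.4, 0.28 mM EGTA, 0.1% CHAPS and 5% DMSO, with PI5P4Kalpha, substrate, compound and 5 microM ATP final, one hour at room temperature. Readout is ADP-Glo luminescence.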
Mm-Cpn inhibitor – Inhibitors of TCP-1 ring complex (TRiC) of Methanococcus maripaludis (MmCpn): qHTS. purified Mm-Cpn ATPase, ADP Transcreener TR-FRET. Potency, µM (doses to about 76.9 µM), for inactives: at the highest dose activity, negative = inhibition, actives largely listed as inhibitors. 330,000 tested, 0.031% active; note: potency is the fitted concentration of half-maximal effect; % is set by controls: 0 for no effect and ±100 for the full control effect; nearly all actives have a fitted effect of over 80% in size
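Compound-treated chaperonin, 25 nM final, turns over 10 uM ATP at 37°C for 30 min following a 10 min preincubation; ADP generated competes with ADP-d2 for Eu-cryptate antibody, lowering FRET.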
CCT modulator – High-Throughput Screening for Modulators of Cytosolic Chaperonin Activity; purified chaperonin ATPase assay, HTRF ADP detection, 30 min; activity change, % (no concentration beside the values), hits read low; 360,000 tested, 0.3% active; in the data active = activity change below about -30%; note: % is set by controls: 0 for no effect and ±100 for the full control effect
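First, chaperonin was dispensed at 40 nM or 20 nM final depending on batch activity. Next, compounds were pinned at 76 uM and ATP added at 10 uM. After 30 min at 37 °C, ADP detection reagents ran 30 min at ambient temperature.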
EPAC1 antag – qHTS for Antagonist of cAMP-regulated guanine nucleotide exchange factor 3 (EPAC1): primary screen | Potency, µM (top dose mostly 115 µM), for the others: at the top dose activity change, negative = inhibition, most hits filed as inhibitors | EPAC1 GEF assay, Rap1b-BODIPY-GDP exchange fluorescence | Rap guanine nucleotide exchange factor 3 (Homo sapiens), O95398 | 360,000 tested, 0.14% active;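 note: potency is the fitted concentration of half-maximal effect; plate controls were vehicle for no effect and positive control for full effect; nearly all actives have a fitted effect of over 50% in size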
EPAC2 antagonist – qHTS for Antagonist of cAMP-regulated guanine nucleotide exchange factor 2 (EPAC2): primary screen. EPAC2 GEF exchange of Rap1B-BODIPY-GDP, fluorescence. AID 720708, 2013. 360,000 tested, 0.18% active. Potency, µM (doses to about 114 µM), for inactives: at the highest dose activity, negative = inhibition, usual class: inhibitors; note: potency is the fitted concentration of half-maximal effect; % is set by controls: 0 for no effect and ±100 for the full control effect; nearly all actives have a fitted effect of over 45% in size; many of its hits are not listed in these tables
An asterisk follows results filed as active; ? = inconclusive; / = no result given; [ ] = another dose, or the depositor's remark. Unless noted, calls come from the whole dose curve; as a rule, active = well fitted curve in the direction sought with a large enough effect; inconclusive = small, poorly fitted or top-dose-only effect, or another doubt; inactive = no such curve, though single readings can be large; an effect the other way counts as inactive or inconclusive. Not all compounds are listed; count on the stated rates, not on these rows.

CCT modulator	WRN inhibitor	EPAC1 antag	PI5P4Ka inh	Mm-Cpn inhibitor	PLK1 PBD inh	EPAC2 antagonist	EPAC1 agonist	Structure
0.3	1%	-23%	-6	1%	-8%	2%	5%	O=C(Nc1ccc(CN2CCS(=O)(=O)CC2)cc1)c1ccccc1
-2.6	3%	-10%	11	-23%	-15%	7%	-4%	Cn1c(=N)n(CC(=O)c2ccc(Cl)c(Cl)c2)c2ccccc21
0.4	-5%	7%	9	0%	-3%	3%	6%	Cc1nc(CCNC(=O)Cc2ccc(Cl)cc2)cs1
-0.9	0%	-10%	?	0%	-5%	-2%	-7%	O=C(Nc1cc2c(cc1C(=O)O)OCCCO2)c1ccc(C(F)(F)F)cc1
-1.5	3%	2%	-4	1%	-2%	6%	1%	CC(C)Nc1nc(-c2cccnc2)nc(-c2ccccc2)c1C#N
-4.3	-3%	-9%	5	-5%	-6%	-13%	1%	CS(=O)(=O)C1=C(O)C(=O)N(c2ccccc2)C1c1ccccc1 (centres undefined)
-0.5	6%[57.1 µM]	7%	1	-2%	-12%	7%	-7%	O=c1c2ccccc2nc2n1CCCN2
-59*	-8%	-7%	1	0%	-7%	-1%	4%	Cc1ccc(-c2nn(-c3ccccc3)cc2CSC(=N)N)cc1
-0.6	-8%	1%	/	0%	-9%	-7%	5%	CCC1(C)Cc2c(sc3c2c(=O)n(C)c2nnc(SCc4ccccc4)n32)CO1 (centres undefined)
-0.2	?	?	8	-3%	-12%	-3%	15%	CCCSc1nc(N)nc(-c2cccs2)c1C#N
-3.4	-29%	-20%	-16	-2%	-7%	32%[activator]	-4%	Cc1ccc2ccccc2c1NC(=O)Cn1nnc(-c2cccnc2)n1
-1.4	-10%	-26%	10	1%	-9%	-8%	2%	Cc1ccc(C(=O)NC(=S)Nc2ccccc2C(F)(F)F)cc1C
-5.6	-1%	-7%	3	1%	0%	4%	4%	CCN(CC(=O)Nc1ccc(NC(C)=O)cc1)C(=O)C1CCCC1
-3.9	-26%	-7%	1	/	-7%	-1%	-10%	O=C(CCCCCCCC(=O)N1CCCCCC1)N1CCCCCC1
-1.3	0%[57.1 µM]	-2%	4	-2%	4%	1%	4%	Cc1nnc(SCC(=O)Nc2ccc3c(c2)OCO3)n(N)c1=O
0.5	-9%	-5%	-4	0%	-11%	9%	9%	N#CCCNS(=O)(=O)c1ccc(C(=O)OCC(=O)Nc2ccc3c(c2)OCO3)cc1
-4.4	5%	-20%	3	/	?	-5%	-13%	COc1ccccc1S(=O)(=O)N(C)C[C@@H]1OCc2cn(nn2)CCCC(=O)N([C@H](C)CO)C[C@H]1C
-2.1	-3%	-4%	0	-3%	5%	-9%	3%	O=[N+]([O-])c1ccccc1N/N=C1\CC2CC=CC12 (centres undefined)
1.3	-10%	0%	-27	-16%	0%	1%	2%	Cc1ccc(-c2n[nH]c(=O)c3ccccc23)cc1S(=O)(=O)Nc1ccccc1
-3.4	-3%	5%	-2	-2%	-1%	-16%	-2%	O=C(NN/C(=N/S(=O)(=O)c1ccc(Cl)cc1)c1ccccc1)c1cccc(Cl)c1

By substructure, those above with a thiophene ring, fused or not
CCT modulator	WRN inhibitor	EPAC1 antag	PI5P4Ka inh	Mm-Cpn inhibitor	PLK1 PBD inh	EPAC2 antagonist	EPAC1 agonist	Structure
-0.6	-8%	1%	/	0%	-9%	-7%	5%	CCC1(C)Cc2c(sc3c2c(=O)n(C)c2nnc(SCc4ccccc4)n32)CO1 (centres undefined)
-0.2	?	?	8	-3%	-12%	-3%	15%	CCCSc1nc(N)nc(-c2cccs2)c1C#N

New compounds follow:
CCT modulator	WRN inhibitor	EPAC1 antag	PI5P4Ka inh	Mm-Cpn inhibitor	PLK1 PBD inh	EPAC2 antagonist	EPAC1 agonist	Structure
-1.2	3%	5%	2	-4%	-17%	0%	7%	CCOc1ccc(C2/C(=C(/O)c3ccc4c(c3)CC(C)O4)C(=O)C(=O)N2CCCn2ccnc2)cc1 (centres undefined)
-1.8	-4%	3%	0	2%	-18%	1%	11%	N#CC(C(=O)NC1CCCCC1)c1nc2ccccc2nc1N1CCN(c2ccccc2F)CC1 (centres undefined)
-3.9	0%	15%	-10	0%	-12%	4%	4%	COc1ccccc1C(=O)Nc1ccc(C2=NNC(=O)CC2C)cc1 (centres undefined)
0.5	2%[57.1 µM]	-8%	-15	0%	-5%	9%	-2%	Cn1c(=O)[nH]c(=O)c2c1nc(N1CCNCC1)n2Cc1cccc2ccccc12
-1.2	2%	-4%	3	-1%	-7%	-1%	9%	Cn1cnc([N+](=O)[O-])c1NC(C)(C)C
-0.9	-18%	-9%	3	/	-7%	-9%	-1%	COc1ccc(OC)c(-c2cc(C(=O)N/N=C/c3cc(OC)c(OC)cc3OC)c3ccccc3n2)c1
0.9	-5%	5%	/	0%	3%	6%	-1%	COc1ccc(C(=O)Nc2ccc(NC(=O)c3cnccn3)cn2)cc1
1.1	-4%	-3%	0	0%	-10%	-3%	7%	COc1ccccc1CN(CC(=O)NCc1ccc2c(c1)OCO2)C(=O)c1ccc2c(c1)OCCO2
2.5	-20%	6%	2	1%	-4%	14%	4%	CCN(Cc1cc2ccccc2[nH]c1=O)S(=O)(=O)c1ccccc1
0.9	3%	5%	-6	0%	-6%	16%	-1%	CC1CCN(c2nc3c(c(=O)n(C)c(=O)n3C)n2CCSc2ncccn2)CC1
1.1	-6%	-1%	-2	-12%	-1%	6%	-9%	COc1ccccc1CNC(=O)C1CCN(S(=O)(=O)c2cccc3nonc23)CC1
-6.5	-9%	-12%	8	-2%	-8%	-4%	2%	CC(=O)Nc1ccc(NC(=O)COC(=O)c2cc(S(=O)(=O)N(C)C)ccc2N2CCCC2)cc1
1.4	5%	9%	-7	0%	-1%	3%	-15%	COC(=O)[C@]1(Cc2ccccc2)N[C@H](CN(C)C(=O)Nc2ccc(OC)cc2)[C@@H]2C(=O)N(C)C(=O)[C@@H]21
-2.4	?	-4%	-6	1%	-5%	5%	3%	O=C(N/N=C/c1cc2c(cc1Cl)OCO2)c1ccncc1
-1.0	7%	-2%	-3	2%	-11%	7%	6%	O=C(C1CC(=O)N(c2ccc(F)cc2)C1)N1CCCCC1 (centres undefined)
-11	6%	-18%	-1	-1%	-1%	-4%	2%	Nc1nc2nccc(-c3ccccn3)n2n1
-3.5	50µM*	-5%	-1	-2%	-1%	-5%	6%	Cc1ccc(-n2c(O)c(C=Nc3cc(C)on3)c3ccccc3c2=O)c(C)c1
-1.2	-4%	8%	-52*	0%	-9%	-6%	5%	Nc1nc(SCC(=O)N2N=C3/C(=C/c4ccco4)CCCC3C2c2ccco2)n[nH]1 (centres undefined)
0.6	6%	8%	0	2%	0%	22%	5%	Cc1csc(SCC(=O)N(C)CC(=O)Nc2ccccc2Cl)n1
1.3	2%	-1%	-1	1%	-6%	13%	0%	Cc1ccccc1-c1nnc(SCC(=O)Nc2ccc3c(c2)OCCO3)n1N
-1.8	0%	-1%	0	1%	-9%	-2%	7%	COc1ccc(C(=O)NNC(=O)CSc2nnc(COc3ccccc3)n2C)cc1
0.4	-9%	-13%	4	-3%	-1%	17%	-3%	CCOC(=O)/C(C#N)=C1/SC(CCO)C(=O)N1c1ccccc1 (centres undefined)
2.1	0%	-5%	1	-1%	-4%	12%	-8%	Cn1c(Cc2ccccc2)nnc1SCC(=O)NC1CCCC1
-3.1	-3%	-4%	2	1%	-4%	9%	-3%	CC(C)C(NS(=O)(=O)c1ccc2c(c1)oc(=O)n2C)C(=O)N1CCN(c2ccccc2F)CC1 (centres undefined)
0.0	1%	-10%	3	-1%	0%	0%	14%	COC(=O)[C@@]1(Cc2ccc(F)cc2)[C@H]2c3cc(C(=O)N(C)C)n(Cc4nc5ccccc5[nH]4)c3C[C@H]2CN1C(=O)c1ccccc1
-7.6	8%	0%	11	-3%	-11%	-12%	2%	CC(C)Cc1ccc(CN2CCCC(NC(=O)CCN3CCCO3)C2)cc1 (centres undefined)
-0.9	-3%	-10%	1	1%	-20%	-3%	0%	O=C(CSc1n[nH]c(-c2cccs2)n1)NCc1cccs1
-1.4	-4%	-13%	20	0%	7%	-17%	4%	CCOc1ccc(OCC)c(NC(=O)CN(c2ccc(OC)cc2)S(=O)(=O)c2c(C)noc2C)c1
-1.9	-3%	8%	/	-15%	-9%	-15%	20%	Cc1ccc2[nH]c(=O)c(CN(Cc3nnnn3Cc3ccccc3)C3CCCC3)cc2c1
-2.9	-6%	-23%	-10	0%	?	-14%	2%	O=C(/C=C/c1cccs1)NC(=S)Nc1ccc(S(=O)(=O)Nc2ccccc2C(F)(F)F)cc1
1.1	4%	-12%	4	/	5%	?	-6%	COC(=O)c1sccc1NC(=O)c1ccccc1Br
0.5	-16%	-24%	?	-1%	8%	45%[activator]	-11%	CC(=O)/C(N=Nc1cc(C)ccc1O)=C(\C)O
-1.4	3%	-6%	3	1%	0%	-1%	3%	COC(=O)CSc1nc(SCc2ccc(C)cc2)nc2c1CCCC2
0.3	0%	4%	-3	-1%	-16%	-7%	10%	Cn1cnnc1SCc1ccc(C(=O)N=Nc2c(O)n(Cc3ccc(Cl)cc3)c3ccccc23)cc1
-4.0	-7%	12%	/	-3%	-4%	-5%	7%	Cc1ccccc1-c1nc(-c2ccc(NC(=O)c3ccc(Br)o3)cc2)no1
0.6	?	4%	-4	0%	?	0%	-11%	Cc1ccc(/C=N/NC(=O)CSc2nc3ccccc3o2)cc1
-3.0	2%	0%	-3	2%	5%	7%	2%	CSc1nc2c(c(=O)[nH]1)CCCC2
1.9	11%	2%	-9	-1%	-10%	3%	8%	Cc1nc(C)c(CCNC(=O)c2cccc(Cl)c2)s1
3.1	7%	1%	-2	1%	0%	5%	-13%	CCC(=O)N1CCc2cc(S(=O)(=O)NC(C(=O)N3CCc4ccccc4C3)C(C)C)ccc21 (centres undefined)
-1.2	-3%	0%	-2	-4%	?	-1%	-1%	CCc1nc(SCc2ccccc2)n[nH]1

High-throughput results deposited in PubChem by National Center for Advancing Translational Sciences (NCATS).
